FXN GAA850 act: frataxin GAA850 promoter activation | HEK293 lucGAA850 FXN promoter luciferase reporter, 24 h; percent of 10 µM SAHA response | activation, % at 6 µM | 360,000 compounds, 0.56% hits | AID 540364;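 active = activation above the average of all compounds screened plus 3 SD, cutoff fixed separately per campaign, cut at about 7.5% in these data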;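 note: 0% = DMSO wells and 100% = 10 µM SAHA wells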
NPR1 activator: GC-A (human) enzyme activation. P16066. 370,000 compounds, 0.14% hits. AID 1671463. activation, % at 10 µM. HEK293 GC-A cells, cGMP TR-FRET, EC30 ANP; 0% at EC30 ANP, 100% saturating ANP; in the data active = activation above about 40%
Target sequence (P16066 whole entry, looked up): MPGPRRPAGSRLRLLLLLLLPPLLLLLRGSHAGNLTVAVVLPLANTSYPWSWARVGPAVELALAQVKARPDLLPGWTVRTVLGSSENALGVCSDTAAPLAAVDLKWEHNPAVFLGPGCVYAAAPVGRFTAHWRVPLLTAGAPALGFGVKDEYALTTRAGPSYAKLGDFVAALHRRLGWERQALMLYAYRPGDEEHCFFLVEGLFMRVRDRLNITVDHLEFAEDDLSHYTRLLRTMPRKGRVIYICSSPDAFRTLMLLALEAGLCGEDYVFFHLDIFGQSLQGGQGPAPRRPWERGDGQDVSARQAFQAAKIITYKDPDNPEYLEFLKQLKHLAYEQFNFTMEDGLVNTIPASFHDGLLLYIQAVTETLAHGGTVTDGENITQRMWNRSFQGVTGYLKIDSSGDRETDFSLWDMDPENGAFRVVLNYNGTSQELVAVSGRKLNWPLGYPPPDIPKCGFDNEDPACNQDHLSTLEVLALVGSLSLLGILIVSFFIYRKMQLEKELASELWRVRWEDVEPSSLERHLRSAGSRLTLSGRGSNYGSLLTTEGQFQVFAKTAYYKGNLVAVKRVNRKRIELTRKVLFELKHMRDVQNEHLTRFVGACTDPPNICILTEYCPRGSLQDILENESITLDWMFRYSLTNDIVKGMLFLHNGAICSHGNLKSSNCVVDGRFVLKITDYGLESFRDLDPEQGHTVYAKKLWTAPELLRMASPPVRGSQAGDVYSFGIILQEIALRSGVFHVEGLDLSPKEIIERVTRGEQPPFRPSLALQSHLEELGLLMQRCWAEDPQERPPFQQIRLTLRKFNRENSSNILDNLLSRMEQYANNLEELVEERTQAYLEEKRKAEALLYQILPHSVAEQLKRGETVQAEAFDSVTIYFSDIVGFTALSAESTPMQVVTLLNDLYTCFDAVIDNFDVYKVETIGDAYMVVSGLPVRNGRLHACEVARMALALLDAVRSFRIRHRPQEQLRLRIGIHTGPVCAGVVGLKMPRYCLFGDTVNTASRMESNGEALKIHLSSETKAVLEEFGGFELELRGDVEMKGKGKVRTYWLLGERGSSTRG
ssDAF12 agonist: S. stercoralis DAF-12 activation, primary screen | HEK293 ssDAF-12/GRIP1 lit1-tk-luc reporter, luminescence; % of 3 µM dafachronic acid response | activation, % at 6.8 µM | 370,000 compounds, 1% hits | AID 652126;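 active = activation above the mean over all tested compounds plus 3 SD, cut at about 0.9% in these data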;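 note: 0% = DMSO-only wells and 100% = 3 µM delta7-dafachronic acid wells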
DAX1 inh-1: DAX1 (NR0B1) inhibition, primary screen; 370,000 compounds, 1.1% hits; AID 652010; inhibition, % at 6.8 µM; HEK293T StAR-luciferase reporter, SF-1/DAX-1 repression relief;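 active = inhibition above the mean over all tested compounds plus 3 SD, cut at about 3.6% in these data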;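 note: 0% = DAX-1 cells with DMSO and 100% = cells lacking DAX-1 with DMSO; higher inhibition means more luminescence from relief of DAX-1 repression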
hgDAF12 agonist: agonists of H. glycines DAF-12 nuclear receptor; HEK293 GAL4-hgDAF12 UAS-luciferase reporter, agonist luminescence; normalized to butyrate control; activation, % at 6.8 µM; 370,000 compounds, 1.8% hits; AID 687014;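 active = activation above a cutoff set at the mean of all screened compounds plus 3 SD, cut at about 10% in these data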;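 note: 0% = DMSO wells and 100% = sodium butyrate wells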
ADAM10 inh: ADAM10 inhibition, QFRET primary screen. inhibition, % at 7 µM. recombinant ADAM10, EDANS/DABCYL FRET peptide cleavage, 3 h. 370,000 compounds, 0.62% hits. O14672;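 active = inhibition above a per-campaign cutoff equal to the mean of compounds falling between control-based bounds plus 3 SD, cut at about 20% in these data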;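 note: 0% = DMSO wells while the 100% control is not disclosed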
NPR2 activator: GC-B (human) receptor activation; HEK293-GC-B cells, CNP EC30, cGMP TR-FRET; 0% at EC30 CNP, 100% saturating CNP; P20594; activation, % at 10 µM; 370,000 compounds, 0.11% hits;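 active = activation at 10 µM reaching about 35% in either raw or pattern-adjusted values, limit read from the data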
SMARCA2 activ: increases SMARCA2 function in MMTV reporter cells | MG213 cells, MMTV-luciferase reporter, dexamethasone, overnight | activation, % at 9.1 µM | 370,000 compounds, 1% hits | AID 652017; in the data active = activation above about 7.8%;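 note: 0% = vehicle wells and 100% = reference activator wells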
HGIII-sPLA2 inh: Blocks human group III sPLA2 activity | Q9NZ20 | inhibition, % at 12.2 µM | QFRET BODIPY PC-A2 liposome hydrolysis, fluorescence | 370,000 compounds, 0.56% hits | AID 743126;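 active = inhibition above mean plus 3 SD of compounds lying within the high and low control bounds, cut at about 19% in these data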;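 note: 0% = median of test compound wells and 100% = no enzyme DMSO wells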
hcDAF12 agonist: activates DAF-12 receptor from parasite H. contortus; HEK293 hcDAF-12 lit1-tk-luc reporter, luminescence; 0% DMSO, 100% Δ7-dafachronic acid; activation, % at 6.8 µM; 370,000 compounds, 1.4% hits; AID 652067;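 active = activation above the mean of all tested compounds plus 3 SD, cut at about 5.5% in these data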;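 note: 100% = response to 3 µM Δ7-dafachronic acid high control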
DAX1 inh-2: inhibitors of human orphan nuclear receptor DAX1 (NR0B1) | HEK293 Gal4-DAX1 luciferase reporter, luminescence | inhibition, % at 6.75 µM | 340,000 compounds, 0.99% hits | AID 504766;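 active = inhibition above the mean over all tested compounds plus 3 SD, cut at about 4.2% in these data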;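 note: 0% = DAX1-transfected cells with DMSO and 100% = empty-vector control cells with DMSO; inhibition shows as a rise in luminescence from relieved DAX1 repression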
An asterisk follows results filed as active; . = no result given.

Results follow in this order: DAX1 inh-1, ssDAF12 agonist, ADAM10 inh, hgDAF12 agonist, FXN GAA850 act, NPR2 activator, SMARCA2 activ, HGIII-sPLA2 inh, NPR1 activator, DAX1 inh-2, hcDAF12 agonist
> O=C(CN1CCOCC1)N/N=C/c1ccc(-c2ccc(Br)cc2)o1
 : -0.1, -1.5, -24.1, 1.6, 2.1, 1.6, -3.0, 12.2, 6.4, 1.7, -0.1
> COc1cccc(CNC2CCCCCCC2)c1OC
 : 0.0, -1.0, -8.7, -2.8, 0.5, 0.8, -0.6, 3.4, -0.5, 2.3, -0.6
> O=C(Nc1ccc2c(c1)CCC2)c1cc(F)cc(F)c1
 : 4.1*, -0.3, -2.7, 14.2*, 3.9, -2.6, 2.9, 3.0, 0.7, 2.3, 0.4
> O=C(c1ccc(S(=O)(=O)N2CCCCC2)cc1)N1CCN(c2ccccc2F)CC1
 : 0.7, -1.4, -0.9, 2.4, 2.6, 7.7, -0.8, -1.8, -1.3, -0.1, -3.6
> CCOc1ccc(/C=C2\SC(=S)N(CCC(=O)Nc3ccc(C(=O)O)cc3)C2=O)cc1
 : 0.3, -0.6, 5.1, -0.1, 0.4, 1.2, -2.6, -2.8, 5.9, 1.3, -1.3
> COc1cccc(C(=O)NCC(c2cccs2)N2CCOCC2)c1 (stereo not given)
 : 0.9, -1.0, -4.7, 0.3, 0.3, -2.8, -0.6, 0.6, 0.9, 1.2, -0.2
> CC(C)c1nnc(NC(=O)CCC(=O)Nc2ccc3cn[nH]c3c2)s1
 : -0.1, -0.2, 3.6, 1.4, -0.8, -1.4, -1.7, 7.7, 3.9, 1.3, 4.4
> Cc1cc(C(F)(F)F)nn1Cc1n[nH]c(=S)n1-c1cccc(Cl)c1
 : 0.3, -0.5, 2.1, -4.0, 0.7, -2.5, 0.9, 10.3, -3.1, -0.3, 1.6
> CNC(=O)COC(=O)/C=C/c1cccc(F)c1
 : -0.1, -1.2, 1.2, -0.2, 3.0, 2.9, -1.8, 0.2, 1.8, 1.4, -1.3
> COC(=O)CNc1nc(Cl)nc(Nc2ccc(Cl)cc2)n1
 : -0.3, -0.7, 1.8, 1.4, 1.4, 4.4, -0.5, 0.0, 14.8, 0.7, -0.7
> CCc1ccc(-c2cc(C)no2)cc1S(=O)(=O)Nc1cc(C)ccn1
 : -0.3, 0.0, -2.1, 0.3, 1.2, -4.4, -1.2, 4.6, -2.4, -0.5, -1.3
> CC(C)CCN(C(=S)Nc1cccc(F)c1)C1CCN(C(C)C)CC1
 : 0.0, -1.8, -2.0, -2.9, 2.8, -0.1, -2.1, 2.7, -9.6, 0.2, 0.2
> CCC1(CC)Cc2ccccc2C(C2=C(O)CC(C)(C)CC2=O)=N1
 : -0.7, -0.9, -15.6, -1.0, -0.8, 0.8, -1.6, -10.8, 4.0, -0.9, -0.6
> CCOC(=O)CC(=O)c1cc(OC)c(OC)c(OC)c1
 : 0.2, -2.0, -13.2, -4.0, -1.3, 5.0, 0.4, -8.9, 0.8, 1.2, -0.7
> Cc1cc(NC(=O)C(C)SCC(=O)Nc2ccccc2C(C)(C)C)no1 (stereo not given)
 : 0.2, -1.4, -21.2, -1.4, 3.4, -0.3, -3.2, 8.5, 0.2, 0.0, -1.4

(next part)
Results follow in this order: DAX1 inh-1, ssDAF12 agonist, ADAM10 inh, hgDAF12 agonist, FXN GAA850 act, NPR2 activator, SMARCA2 activ, HGIII-sPLA2 inh, NPR1 activator, DAX1 inh-2, hcDAF12 agonist
> CCOC(=O)c1c(CSC(=N)N)n(-c2ccc(C)cc2)c2cc(Br)c(OC(C)=O)cc12
 : 0.3, -0.8, 8.0, 1.4, 12.5*, -12.0, -0.9, 25.5*, -6.4, 1.0, -1.3
> CC(C)(CO)Nc1nc(N2CCCC2)nc(N2CCCC2)n1
 : -0.5, -1.6, 7.3, 2.4, 1.7, -1.4, -3.1, -1.1, 5.0, 0.1, -1.9
> CCCC[C@H]1C2CC(OC(=O)Nc3ccc(F)cc3)C(C2)[C@H]2CCCCN21 (stereo not given in full)
 : -0.9, -0.4, -9.2, 0.4, ., -3.3, -2.7, -0.4, -2.4, ., -1.3
> CCC(=O)N1CCc2cc(S(=O)(=O)CCC(=O)N3CCN(c4ccccc4F)CC3)ccc21
 : 0.0, -0.9, 2.3, -1.1, -1.3, -4.3, -1.9, 9.3, -0.1, -0.1, -0.3
> Cc1ccc(C)c(S(=O)(=O)N2CCCOC2CNC(=O)C(=O)NCCN2CCOCC2)c1 (stereo not given)
 : -0.7, -0.8, -4.7, -0.1, 1.4, 2.5, -1.3, 5.3, 0.7, 0.8, 2.6
> CC(=O)Nc1nc(COc2ccc3ccccc3c2)cs1
 : 0.1, -1.4, 1.7, 3.7, 0.8, 1.3, -2.2, -20.2, 5.5, 0.0, -1.4
> COc1ccc(OC)c(C2C(C(=O)c3ccc(C)o3)=C(O)C(=O)N2CCN2CCOCC2)c1 (stereo not given)
 : -0.4, -1.2, -19.5, -0.5, -0.9, -3.5, -0.1, -3.1, 5.0, 1.7, -0.1
> Cc1cc(C)n(-c2ncc3c(n2)N(CCO)CCOC3=O)n1
 : -0.4, 0.1, -19.4, -1.6, -0.9, -1.5, -2.1, 3.8, 3.0, 0.6, 0.4
> O=C1NC[C@H](CCCCN2C[C@H](Cc3ccccc3)N(Cc3ccccc3)C(=O)C2=O)N(CCC2CCCCC2)C1=O
 : -0.4, -1.2, 2.0, -1.4, ., -7.6, -3.9, -1.8, 0.7, ., 0.8
> O=C(Cc1nc2ccccc2[nH]1)c1ccc(Br)cc1
 : 1.5, -0.9, -9.5, 0.8, 0.0, -2.1, 0.1, -0.2, -10.2, 1.5, 2.7
> O=[N+]([O-])c1ccc(O)c(/C=N/Nc2ccccc2Cl)c1
 : 1.9, 0.1, 7.4, 15.6*, 3.6, 4.9, 1.2, -1.7, 10.2, 0.3, 2.4
> O=C(CNS(=O)(=O)c1ccc2c(c1)OCCCO2)N1CCN(Cc2ccccc2)CC1
 : -1.3, -0.8, 5.1, -0.2, 0.5, 1.1, 3.2, -9.7, 0.6, 0.4, -1.9
> COc1ccccc1C1CC(=O)Nc2c1c(=O)n(C)c(=O)n2C (stereo not given)
 : -0.7, -1.2, 3.3, -2.2, 1.1, 3.5, -1.1, -4.0, -1.0, 0.8, 1.3
> Cn1c(=O)c2nc(NCc3ccccc3)cnc2n(C)c1=O
 : -0.3, -1.3, -469.8, -0.4, -1.7, -1.2, -1.0, 4.7, 4.1, -1.2, -2.4
> C=C1CCN([C@@H](CC(C)C)C(=O)NCc2ccccc2)S(=O)(=O)c2ccccc21
 : 0.4, -0.7, -3.0, -1.5, 1.2, -8.6, 0.6, -2.7, -4.6, -0.3, 0.1

Additional entries:
Results follow in this order: DAX1 inh-1, ssDAF12 agonist, ADAM10 inh, hgDAF12 agonist, FXN GAA850 act, NPR2 activator, SMARCA2 activ, HGIII-sPLA2 inh, NPR1 activator, DAX1 inh-2, hcDAF12 agonist
> COc1cc(/C=C2/NC(=O)N(CC(=O)Nc3cccc(C)c3)C2=O)ccc1OCC(N)=O
 : 0.1, -0.9, -26.4, 1.4, 0.3, 5.9, -0.4, -7.5, 0.8, 0.5, -0.1
> CN(c1ccccc1)S(=O)(=O)c1cccc(NC(=O)COc2cccc([N+](=O)[O-])c2)c1
 : 1.1, -0.6, 5.9, -1.3, 1.4, 3.7, -2.7, -15.8, 5.8, -0.5, -1.6
> COc1cccc(CN(C(=O)COc2ccc(C)cc2)C2CCS(=O)(=O)C2)c1 (stereo not given)
 : -0.1, -0.9, -2.0, -0.7, 3.9, -4.6, 0.2, 0.9, -9.0, -0.5, -1.2
> O=C(O)C1C2CCC(O2)C1C(=O)NCc1ccccc1Br (stereo not given)
 : -0.6, -0.8, 1.1, 2.0, 0.4, 0.7, -1.5, -4.4, -0.7, -0.7, -0.4
> CC1CCCC(N2CCN(C(=O)c3ccc(F)cc3)CC2)C1 (stereo not given)
 : -0.4, -1.0, -11.1, 1.7, -0.4, 2.5, -0.3, 3.4, 5.3, 3.2, 0.2
> CC(C)(C)C(=O)NC1(C(F)(F)F)NC(=O)N(CCc2ccccc2)C1=O (stereo not given)
 : 0.0, -1.0, 5.6, 0.0, 1.1, 1.0, 2.2, 3.2, 1.1, 0.2, -2.1
> Cc1ccc(S(=O)(=O)Nc2nnc(C3CCCCC3)s2)cc1
 : -0.1, -0.3, -15.5, -0.4, -1.2, 2.0, -1.5, -22.4, -3.5, 2.5, -0.2
> O=S1(=O)CC(N2CCC(Cc3ccccc3)CC2)CN1C1CCCC1 (stereo not given)
 : -2.0, -0.7, -9.6, -0.6, ., 1.4, -4.6, 1.3, 1.7, ., 2.0
> COc1ccccc1N1C(=S)NC2CS(=O)(=O)CC21 (stereo not given)
 : 0.8, -1.2, -3.0, 2.0, 1.5, 4.2, -1.6, -3.8, -1.5, -1.3, -0.5
> CC(C)NC(=O)c1ccc(-c2ccc(F)c(F)c2)c2ccoc12
 : 0.4, -1.4, -3.7, -1.3, 2.2, 7.4, 4.0, -3.3, -0.9, ., -1.0
> CC1(C(=O)NCc2ccc(Cl)c(Cl)c2)Oc2ccccc2NC1=O (stereo not given)
 : 0.1, -1.5, 3.6, -4.6, -2.2, -5.1, 0.1, -7.0, -17.1, -1.4, -2.2
> CC(C)(C)c1ccc(C(=O)N2CCNCC2)cc1
 : 1.5, -1.1, 8.9, 1.0, 4.2, 6.2, -3.7, -9.4, -6.8, 0.8, 0.3
> NC(=O)C1CCN(c2nc3c(S(=O)(=O)c4ccccc4)nnn3c3ccccc23)CC1
 : 0.1, -1.3, -1.5, -2.8, 2.5, 1.1, -1.1, -4.8, 3.8, 0.5, -0.8
> O=C(COC(=O)c1ccccc1OCc1ccc(F)cc1)NCC1CCCO1 (stereo not given)
 : -0.5, -1.0, -11.1, -0.7, 0.7, -3.8, -0.1, 6.1, -2.2, -0.8, 0.3

Hits appear at their usual frequency. Share with any hit: about 6.6%.
